# ST2 IL33 inh = blocks human ST2 binding to IL-33. AlphaLISA ST2-Fc/biotin-IL-33 interaction, 1 h. Q01638. inhibition, % for hits at 17 µM. 2.3% of 78,000 active. AID 1259354; in the data active = inhibition above about 30%; inconclusive = mostly about 10% to 28%
# Target sequence (Q01638 whole entry, looked up): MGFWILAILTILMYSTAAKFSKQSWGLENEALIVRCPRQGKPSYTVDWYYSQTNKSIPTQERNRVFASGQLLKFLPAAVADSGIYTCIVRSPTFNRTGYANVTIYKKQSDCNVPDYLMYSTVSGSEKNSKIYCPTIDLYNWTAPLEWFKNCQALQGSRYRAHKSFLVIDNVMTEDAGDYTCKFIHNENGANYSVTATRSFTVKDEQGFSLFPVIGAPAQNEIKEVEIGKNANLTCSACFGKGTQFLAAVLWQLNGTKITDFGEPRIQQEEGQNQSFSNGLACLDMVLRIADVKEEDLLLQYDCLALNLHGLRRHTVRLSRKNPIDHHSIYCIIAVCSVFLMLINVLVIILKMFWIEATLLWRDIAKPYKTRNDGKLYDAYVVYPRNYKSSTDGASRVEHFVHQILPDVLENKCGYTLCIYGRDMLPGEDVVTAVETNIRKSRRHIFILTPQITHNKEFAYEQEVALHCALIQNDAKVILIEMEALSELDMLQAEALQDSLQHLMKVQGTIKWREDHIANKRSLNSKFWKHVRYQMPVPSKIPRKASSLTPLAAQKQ
# * = called active by the depositor; i = inactive; ? = inconclusive.
canonical_smiles | ST2 IL33 inh
COc1ccc(N2CCN(C(=O)c3c(-c4c(F)cccc4Cl)noc3C)CC2)cc1 | i
CCCOc1ccc(N2C(=O)CC(NCCNc3ccc([N+](=O)[O-])cn3)C2=O)cc1 (stereo unspecified) | ?
O=C(Nc1ccccc1)C1C(c2ccccc2)C1(Cl)Cl (stereo unspecified) | i
CC(C)OC(=O)C1=C(N)OC2=C(C(=O)CC(C)(C)C2)C1c1ccc(Cl)cc1 (stereo unspecified) | ?
CCN=C1SC(CC(=O)Nc2cccc(C(=O)O)c2)C(=O)N1CC (stereo unspecified) | i
O=[N+]([O-])c1ccc(S(=O)(=O)Nc2ccccc2)cc1 | i
O=C(c1cc(-c2ccco2)on1)N1CCOCC1 | i
COc1ccccc1NC(=O)c1ccc(Oc2ccc(C(F)(F)F)cc2[N+](=O)[O-])cc1 | ?
CCCc1[nH]nc2c1C(c1c(OC)ccc3ccccc13)C(C#N)=C(N)O2 (stereo unspecified) | i
COc1ccc(-c2nc3n(n2)C(=O)CC(c2ccc(C)cc2)S3)cc1 (stereo unspecified) | i
COc1ccc(-c2noc([C@@H]3C[C@@H](O)CN3Cc3ccccc3)n2)cc1 | i
COc1ccccc1N1CCN(C(=O)C23CC4CC(CC(C4)C2)C3)CC1 | i

# (list continues)
canonical_smiles | ST2 IL33 inh
COc1ccc(Cl)cc1S(=O)(=O)NC1CCCCC1 | i
CCCOC(=O)C1=C(C)NC2=C(C(=O)C(C(=O)OC)C(C)C2)C1c1ccc(C)cc1 (stereo unspecified) | i
CCOc1ccc(C(=O)NC2CC(=O)N(c3ccc(OCC)cc3)C2)cc1 (stereo unspecified) | i
O=C(c1cccc(Cl)c1)N1CCN=C1SCc1ccccc1F | i
O=C(O)c1ccc(-n2c(Cc3ccccc3F)n[nH]c2=O)cc1 | ?
CC(C)Cc1n[nH]c(Cn2[nH]c(=O)ccc2=O)n1 | i
CC(O)c1cccc(-c2cc(NC3CCNCC3)nc3[nH]ccc23)n1 (stereo unspecified) | 46%*
CCCCOC(=O)C1=C(C)Nc2ncnn2C1c1ccc(C)cc1 (stereo unspecified) | i
Cc1ccc(S(=O)(=O)NCCn2c(C(F)(F)F)nc3cccnc32)cc1Cl | ?
COc1ccc(NS(=O)(=O)c2ccc(Br)s2)cc1OC | i
O=C(c1ccc2c(=O)n(CCc3ccccc3)c(=O)[nH]c2c1)N1CCOCC1 | i
Cc1cc(OCC(=O)NCC(C)C)cc(C)c1Br | i

# In the list so far, these have a CF3 group.
canonical_smiles | ST2 IL33 inh
COc1ccccc1NC(=O)c1ccc(Oc2ccc(C(F)(F)F)cc2[N+](=O)[O-])cc1 | ?
Cc1ccc(S(=O)(=O)NCCn2c(C(F)(F)F)nc3cccnc32)cc1Cl | ?

# The results go on:
canonical_smiles | ST2 IL33 inh
Cc1ccc([C@]2(O)NC([S-])=C(C#N)[C@H](c3ccc(F)cc3)[C@H]2[n+]2ccccc2)cc1 | i
C[C@@H](NC(=O)N1CCC(n2cc(CO)nn2)CC1)c1ccc(F)cc1 | i
COc1ccc(NC(=O)/C=C/c2ccc(Cl)cc2)cc1 | ?
CCC(C)N(Cc1ccc(S(C)(=O)=O)cc1)Cc1ccsc1 (stereo unspecified) | ?
CN(C)CCNC(=O)c1cc(=O)[nH]c2ccc(S(=O)(=O)N3CCCCCC3)cc12 | i
Nc1nnc(-c2cccc(Cl)c2Cl)c(N)n1 | i
c1coc(CNc2nc(N3CCOCC3)nc3ccccc23)c1 | ?
CC1(C)SC(c2ccccc2)NC1C(=O)O (stereo unspecified) | i
CCOC(=O)C1(CC2CCCCO2)CCN(C(=O)C#Cc2ccccc2)CC1 (stereo unspecified) | i
CCN(CC)CCN(C)C/C=C/c1ccccc1 | ?
CCOC(=O)CSc1cn(Cc2ccc(Cl)cc2)c2ccccc12 | i
CC(C)c1nc2cc(C(=O)NCC(C)(C)N3CCOCC3)ccc2o1 | i

# More entries follow:
canonical_smiles | ST2 IL33 inh
CCCCNS(=O)(=O)c1c(C)[nH]c(=O)[nH]c1=O | i
O=C(Nc1c(C(=O)Nc2cccc(F)c2)oc2ccccc12)c1ccccc1F | i
Cc1cc(C)c2[nH]c(C(=O)N3CCC(n4ccnc4)C3)c(C)c2c1 (stereo unspecified) | i
Fc1ccc(Nc2c(-c3ccco3)nc3ccc(Br)cn23)cc1 | i
O=C(CCN1Cc2ncccc2C1=O)Nc1nccs1 | i
COc1ccc(C(=O)c2nc3ccccc3n2C)cc1OC | i
CC1=C(C(=O)OC2CCCCC2)C(c2cccc(C)c2)n2nnnc2N1 (stereo unspecified) | i
O=C([C@@H]1Cc2nc[nH]c2CN1CC1CC1)N1CCCC1 | i
C=CCOc1ccccc1CN1CCN(c2ccc([N+](=O)[O-])cc2)CC1 | ?
COc1cc(OC)c(N(C)C(=O)Cc2c(C(=O)O)[nH]c3ccc(Cl)cc23)cc1Cl | ?
COCC(C)NCc1ccc(-c2ccn[nH]2)cc1 (stereo unspecified) | ?
CN(C(=O)c1cnc(N2CCN(c3ccccn3)CC2)c2ccccc12)c1ccc(Cl)cc1 | i

# The closing 2 compounds of the section above open the next one.
canonical_smiles | ST2 IL33 inh
COCC(C)NCc1ccc(-c2ccn[nH]2)cc1 (stereo unspecified) | ?
CN(C(=O)c1cnc(N2CCN(c3ccccn3)CC2)c2ccccc12)c1ccc(Cl)cc1 | i
COc1cc2c(C(=O)NCC3CCCO3)cn(CC(C)C)c(=O)c2cc1OC (stereo unspecified) | i
N#CC1=C([S-])N[C@@](O)(c2ccccc2)[C@H]([n+]2ccc3ccccc3c2)[C@H]1c1ccc(F)cc1 | ?
Cc1nc2c(C(=O)N3CCOCC3)c[nH]n2c(=O)c1Cc1ccc(F)cc1Cl | i
COc1ccc(C(=O)N(CCc2ccccc2)CC2CCCN(C)C2)cc1OC (stereo unspecified) | i
CN(C)c1ccc(C2Nc3ccccc3NC3=C2C(=O)CCC3)cc1 (stereo unspecified) | ?
CCOc1ccc(N(CC)S(=O)(=O)c2c(C)[nH]c(=O)[nH]c2=O)cc1 | i
CCOc1cccc(C(=O)Oc2cccc3ccc(C)nc23)c1 | i
CCOC(=O)C1C(=O)C=C(c2cccs2)CC1c1ccccc1Cl (stereo unspecified) | ?
Cc1c(-c2cccc(C(=O)O)c2)c(=O)[nH]c2ccccc12 | ?
Cc1ccc(-c2ccc(CCC(=O)O)[nH]2)cc1 | 35%*
COc1cc(NC(=O)NCCc2nc3cccnc3n2-c2ccccc2)cc(OC)c1OC | i
COCc1ccc(C(=O)N2CCCC3(C2)C(=O)Nc2ccccc23)o1 (stereo unspecified) | i

# Next entries follow:
canonical_smiles | ST2 IL33 inh
CCN(CC)C(=O)C1=C(C)Nc2nc3ccccc3n2C1c1ccncc1 (stereo unspecified) | i
COc1cc2[nH]c(=O)n(CCCC(=O)NC3CCCCC3C)c(=O)c2cc1OC (stereo unspecified) | i
N[C@H]1[C@H](O)[C@@H](N2CCC(Cc3ccccc3)CC2)[C@@H]2OC[C@H]1O2 | ?
Cc1cc(NC(=O)c2noc3c2CCCC3)no1 | ?
COc1cc(S(=O)(=O)N2CCN(c3ccccc3F)CC2)c(C)cc1C | ?
CCS(=O)(=O)C(=C(Nc1ccc(OC)cc1)Nc1ccc(OC)cc1)S(=O)(=O)CC | i
c1cncc(-c2nc3c(c(NCCN4CCOCC4)n2)CCNC3)c1 | ?
Cc1ccsc1CN1CCC(n2cc(C(O)c3ccccc3)nn2)CC1 (stereo unspecified) | i
Cc1ccccc1-c1cc(O)c2c(c1)CN(C(=O)C1C=CCN1)CCO2 (stereo unspecified) | i
CSc1ncc(C(=O)N[C@@H]2C[C@H]3C(=O)N(C)CC(=O)N3C2)cn1 | i
CC/C=C\CCO[C@@H]1O[C@H](CO)[C@@H](O)[C@H](O)[C@H]1O | 31%*
Cc1ccccc1-c1cc(O)c2c(c1)CN(c1nc(C(N)=O)cs1)CCO2 | ?

# Other structures.
canonical_smiles | ST2 IL33 inh
N#Cc1c(-n2ncnc2-c2ccc(F)cc2)sc2c1CCCC2 | ?
COc1cc2c(cc1OC)C(C(=O)NCc1ccco1)C1c3ccccc3CCN1C2=O (stereo unspecified) | i
C=CCSc1nnc2c(n1)OC(c1ccco1)N(C(C)=O)c1ccccc1-2 (stereo unspecified) | i
O=C(NCc1ccccc1)c1ccc(NC2=NC3CS(=O)(=O)CC3S2)cc1 (stereo unspecified) | i
CCOC(=O)C1(CCOc2ccccc2)CCN(C(=O)c2ccc3oc(C)cc3c2)CC1 | i
COc1ccc(C2OCC3(CO2)SC(=O)NC3=O)cc1OC (stereo unspecified) | i
CCc1nnc(NC(=O)c2cccc(OC)c2)s1 | i
COCCNC(=O)c1cc2cc3ccc(C)cc3nc2s1 | i
COc1ccc(C2=NN(S(=O)(=O)c3ccccc3)C(c3ccc(F)cc3)C2)cc1OC (stereo unspecified) | i
CC1=C(C(=O)OCc2ccco2)C(c2ccc(Cl)c(Cl)c2)NC(=O)N1 (stereo unspecified) | i
CN(C)CC1(O)CCCN(C(=O)C2(c3ccc(F)cc3)CC2)CC1 (stereo unspecified) | i
CCc1n[n+](CC(=O)c2ccccc2)c(N)s1 | ?

# Pulled by compound from above:
canonical_smiles | ST2 IL33 inh
COc1ccc(C2OCC3(CO2)SC(=O)NC3=O)cc1OC (stereo unspecified) | i
N#Cc1c(-n2ncnc2-c2ccc(F)cc2)sc2c1CCCC2 | ?
CCc1n[n+](CC(=O)c2ccccc2)c(N)s1 | ?

# Other compounds.
canonical_smiles | ST2 IL33 inh
CSc1oc(-c2ccco2)nc1S(=O)(=O)c1ccc(C)cc1 | i
CC1(C)CC(=O)C2=C(C1)Nc1ccccc1NC2c1ccc(Cl)c(Cl)c1 (stereo unspecified) | i
CN(C)CCNC(=O)c1ccc2c(c1)ncn2C1CCCCC1 | i
CCCCn1c(CNC(=O)CCC)nc2ccccc21 | ?
Cc1ncc(-c2cnc3ccccc3c2)[nH]1 | i
O=C(NCCc1c[nH]c2ccc(OCc3ccccc3)cc12)C1CC1 | ?
COc1ccc2c(c1)C1=NN(C(C)=O)C(c3cccc(F)c3)C1CC2 (stereo unspecified) | i
Cc1sc2ncn(CC(=O)N3CCc4ccccc4C3)c(=O)c2c1C | i
O=C(COc1ccc(Cl)cc1Cl)Nc1cccc(Cl)c1Cl | i
NC(=O)c1sc2nccc(Nc3ccccc3)c2c1N | ?
CC1=C(C#N)C(c2cccnc2)C2=C(CC(C)(C)CC2=O)N1 (stereo unspecified) | i
COc1ccc(NC(=O)c2cc3cc4ccc(OC)cc4nc3s2)c(OC)c1 | ?

# The listing continues.
canonical_smiles | ST2 IL33 inh
O=C(c1ccncn1)N1CCOc2c(O)cc(-c3nc4ccccc4s3)cc2C1 | ?
CCOC(=O)c1ccc2c(c1)N(Cc1c(F)cccc1Cl)C(=O)CS2 | i
CC(=O)c1ccc(N2CCN(C(=O)c3ccc(NC(=O)C4CCCO4)cc3)CC2)cc1 (stereo unspecified) | i
COc1cccc(S(=O)(=O)N2CCN(Cc3nc4cccnc4n3-c3ccccc3)CC2)c1 | i
O=C(NCc1ccco1)c1cc(F)c(F)cc1Cl | ?
CC(C)(C)c1[nH]nc2c1C(c1cc(Br)ccc1F)C(C#N)=C(N)O2 (stereo unspecified) | i
CC1=C[C@@H](CNC(=O)C2CCCCC2)[C@H](C(C)C)C[C@H]1CC(=O)NCc1cccnc1 | i
CCc1ccc(-n2c(CN3CCNCC3)nc3cccnc32)cc1 | i
COc1cccc(-c2ccc(NC(=O)C3CCCN(Cc4cc(C(C)C)n[nH]4)C3)cc2)c1 (stereo unspecified) | i
O=C(Cn1c(=O)c2sccc2n(Cc2cccc(Cl)c2)c1=O)NCc1ccco1 | ?
O=C(O)C1CN(C(=O)c2cccc(OCC(F)(F)F)c2)CCN1 (stereo unspecified) | ?
OCc1cc(-c2ccc(-c3ccn[nH]3)cc2)ccn1 | ?

# An excerpt from above in order of count of non-hydrogen atoms, ascending.
canonical_smiles | ST2 IL33 inh
O=C(NCc1ccco1)c1cc(F)c(F)cc1Cl | ?
O=C(O)C1CN(C(=O)c2cccc(OCC(F)(F)F)c2)CCN1 (stereo unspecified) | ?
CC1=C[C@@H](CNC(=O)C2CCCCC2)[C@H](C(C)C)C[C@H]1CC(=O)NCc1cccnc1 | i

# Continuation:
canonical_smiles | ST2 IL33 inh
COc1ccccc1N1CCN(c2ncnc3nc[nH]c23)CC1 | i
CC(=O)N1CCN(C(=O)c2cccs2)[C@H](C(=O)N[C@@H](CC2CCCCC2)C(N)=O)C1 | i
CC(=O)N1/C(=C/c2ccc([N+](=O)[O-])cc2)C(=O)c2ccccc21 | 51%*
O=C1C2C3CCC(C3)C2C(=O)N1c1cc(C(F)(F)F)ccc1Cl (stereo unspecified) | i
CCOc1ccc(N2C(=O)CC(N3CCCC3)C2=O)cc1 (stereo unspecified) | i
C=CC[C@@H]1CC=C[C@@H](C)N1C(=O)c1cccc(N2CCNC2=O)c1 | i
COc1ccccc1NC(=O)C1=C(C)Nc2nnnn2C1c1ccc(F)cc1 (stereo unspecified) | i
COC(=O)c1c(NC(=O)c2ccco2)sc2c1CCN(C(C)C)C2 | i
O=C(CN1CCN(Cc2ccc(F)cc2Cl)S1(=O)=O)Nc1ccc(Cl)cc1F | i
COc1ccc(C)cc1NS(=O)(=O)c1ccc(NS(=O)(=O)c2ccccc2)cc1 | ?
COc1ccc(NC(=O)CSC2=NN3CCCC(=O)N=C3S2)cc1 | i
COc1ccc2cc3cc(C(=O)NC4CCCC(C)C4C)oc3nc2c1 (stereo unspecified) | ?

# Carrying on:
canonical_smiles | ST2 IL33 inh
Cc1cc(C)nc(SCCCn2c(=O)[nH]c3ccccc32)n1 | i
Cc1ccc(O)c(NC(=O)CCCn2nc([N+](=O)[O-])c(Br)c2C)c1 | i
COc1ccc(S(=O)(=O)N(CC(=O)N(C)C)c2ccc(Cl)cc2)cc1 | i
CCC(CC)C(=O)NC1CC(=O)N(c2ccc(Cl)cc2)C1 (stereo unspecified) | i
COc1cc(CN2CCCC(C(=O)Nc3cccc(-n4cccn4)c3)C2)ccc1F (stereo unspecified) | i
Cc1[nH]nc(SCC(=O)NC2CCCC2)c1[N+](=O)[O-] | ?
CCOC(=O)c1[nH]c(C(=O)O)c(CCN(CC)CC)c1C | i
COC(=O)C1=C(C)OC(N)=C(C#N)C1c1cc(Br)c(O)c(Br)c1 (stereo unspecified) | ?
O=C(NCc1cccs1)c1cccn2c(=O)c3c4c(sc3nc12)CCCC4 | ?

# Only part of the results is shown, so the mix of outcomes need not match the whole.
